GLP1R inv ag = qHTS of GLP-1 Receptor Inverse Agonists (Inhibition Mode). Glucagon-like peptide 1 receptor (Homo sapiens), P43220. Potency, µM (top dose mostly 38.3 µM), inactives show top-dose activity change, negative = inhibition, actives largely listed as inhibitors. HEK293 GLP-1R CRE-luciferase, luminescence, 24 h; GLP-1R form is constitutively active. 410,000 compounds, 1.6% hits; note: % is set by controls: 0 for no effect and ±100 for the full control effect; nearly all actives have a fitted effect of over 55% in size
Target sequence (P43220 whole entry, looked up): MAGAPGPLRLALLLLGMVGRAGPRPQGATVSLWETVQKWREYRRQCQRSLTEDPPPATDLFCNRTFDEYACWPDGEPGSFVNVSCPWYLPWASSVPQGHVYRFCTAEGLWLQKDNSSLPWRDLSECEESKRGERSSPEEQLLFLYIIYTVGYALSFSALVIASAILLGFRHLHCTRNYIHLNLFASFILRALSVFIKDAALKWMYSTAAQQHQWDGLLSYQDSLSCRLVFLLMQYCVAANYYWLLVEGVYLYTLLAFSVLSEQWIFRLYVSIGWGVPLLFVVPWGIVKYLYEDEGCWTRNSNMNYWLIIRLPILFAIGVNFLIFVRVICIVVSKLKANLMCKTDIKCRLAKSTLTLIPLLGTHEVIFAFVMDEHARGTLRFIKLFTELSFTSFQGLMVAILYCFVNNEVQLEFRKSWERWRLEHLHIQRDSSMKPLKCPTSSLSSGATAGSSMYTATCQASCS
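HEK293 cells stably co-expressing a cAMP-responsive luciferase reporter and constitutively active GLP-1R were seeded, incubated 12 h, then exposed to compounds for 24 h at 37 C. Luminescence was read 12 min after detection reagent; inverse agonists lower signal.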
SW480 rereplic = A quantitative high throughput screen for small molecules that induce DNA re-replication in SW480 colon adenocarcinoma cells | SW480 DNA re-replication, Hoechst DNA content imaging, 48 h | Potency, µM (highest dose often 46.1 µM), inactives show at the highest dose re-replication activation, most hits filed as activators | 340,000 compounds, 1.8% hits | AID 624297, 2012; note: % of control where 0% means no effect; nearly all actives have a fitted effect of over 55% in size
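Treated cells incubate 48 hr (37 C, 5% CO2), are stained 40 min with Hoechst, and nuclear fluorescence is enumerated; a rise in nuclei with high DNA signal marks re-replication.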
KB-V1 cytotox = qHTS assay for MDR1-selective chemotherapeutics: Primary screen using the drug-selected MDR subline cells KB-V1; KB-V1 MDR cells viability, CellTiter-Glo, 72 h; Potency, µM (series often up to 46.1 µM), for inactives: at the highest dose activity change, negative = cytotoxicity, most hits filed as cytotoxic; 400,000 compounds, 3.4% hits; AID 1347076, 2019; note: % is set by controls: 0 for no effect and ±100 for the full control effect; nearly all actives have a fitted effect of over 60% in size
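qHTS viability screen in drug-selected KB-V1 MDR cells: 72 h compound treatment at 37 degrees C, ATP luminescence end point.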
HT1080-NT tox = qHTS for induction of synthetic lethality in tumor cells producing 2HG: qHTS for the HT-1080-NT fibrosarcoma cell line; HT-1080-NT fibrosarcoma viability, CellTiter-Glo ATP luminescence, 48 h; Potency, µM (doses to about 46.1 µM), without a hit: at the highest dose activity, negative = less viability, most hits filed as cytotoxic; 360,000 compounds, 1.6% hits; AID 686970, 2013;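 note: NT is the 2HG producing partner of a matched IDH1 knockdown line; 0% = DMSO-treated cells and -100% = media-only wells without cells; nearly all actives have a fitted effect of over 55% in size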
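HT-1080-NT fibrosarcoma cells (2HG-overproducing), 750 cells/well in RPMI with 5% FBS, dosed after 2 h and incubated 48 h at 37C. CellTiter-Glo luminescence normalized to DMSO and no-cell wells; concentration-response curves fitted and classed.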
KB-3-1 tox = qHTS assay for MDR1-selective chemotherapeutics: Primary screen using the parental adenocarcinoma cell KB-3-1; AID 1347075, 2019; Potency, µM (doses to about 46.1 µM), without a hit: top-dose activity change, negative = cytotoxic, most hits filed as cytotoxic; 400,000 compounds, 1.4% hits; KB-3-1 viability, CellTiter-Glo ATP luminescence, 72 h; note: % is set by controls: 0 for no effect and ±100 for the full control effect; nearly all actives have a fitted effect of over 60% in size
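Viability of parental KB-3-1 cells, measured by CellTiter-Glo luminescence, followed a 72 h incubation at 37 °C with pinned compounds in phenol-red-free DMEM containing 10% FBS.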
TDP43 rescue = qHTS of TDP-43 Inhibitors; AID 652104, 2013; 410,000 compounds, 1.8% hits; Potency, µM (highest dose often 46.1 µM), for the others: at the highest dose growth rescue (activation), usual class: activators; TDP-43 expressing yeast growth rescue, BacTiter-Glo, 24 h; note: % of control where 0% means no effect; nearly all actives have a fitted effect of over 50% in size
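Galactose-induced TDP-43 yeast, OD600=0.02, compound pinned; 24 hr, 30 deg C; BacTiter-Glo luminescence for growth. Inhibitors of TDP-43 toxicity read as activators.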
GLP1R ag = qHTS of GLP-1 Receptor Agonists | Glucagon-like peptide 1 receptor (Homo sapiens), P43220 | AID 624172, 2012 | HEK293 GLP-1R CRE-luciferase, luminescence, 4-6 h; cells express a hypersensitive GLP-1R form | 380,000 compounds, 0.007% hits | Potency, µM (highest dose often 45.6 µM), inactives show at the top dose activation, most hits filed as activators; note: % of control where 0% means no effect
HEK293 tox = qHTS of GLP-1 Receptor Inverse Agonists: Cytotox Screen | Potency, µM (highest dose often 38.3 µM), inactives show at the highest dose activity change, negative = inhibition, most hits filed as inhibitors | 410,000 compounds, 0.13% hits | AID 624418, 2012 | HEK293 cAMP-luciferase reporter cells, luminescence, 24 h;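 note: loss of luciferase light is scored as toxicity; % is set by controls: 0 for no effect and ±100 for the full control effect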
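To flag toxic compounds, the library was rerun on cells for 24 hr at 37 deg C and 5% CO2. Viability-linked luminescence was captured 12 min after adding luciferase detection reagent.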
HT1080 IDH1KD tx = qHTS for induction of synthetic lethality in tumor cells producing 2HG: qHTS for the HT-1080-IDH1KD cell line | 360,000 compounds, 2% hits | Potency, µM (highest dose often 46.1 µM), without a hit: at the highest dose activity, negative = toxicity, actives largely listed as cytotoxic | AID 686971, 2013 | HT-1080 IDH1 knockdown viability, ATP luminescence, 48 h;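 note: 0% = DMSO wells and -100% = cell-free medium wells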
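CellTiter-Glo luminescence after 48 h compound exposure at 37 degrees C of IDH1-knockdown HT-1080 cells in 5% FBS RPMI. %Activity scaled between DMSO wells and cell-free media wells, with curves fitted and assigned curve classes.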
Numbers without * were called inactive; ? = inconclusive; . = no result given; [ ] = another dose, or the depositor's remark. Calls come from the whole dose curve; as a rule, active = well fitted curve in the direction sought with a large enough effect; inconclusive = small, poorly fitted or top-dose-only effect, or another doubt; inactive = no such curve, though single readings can be large; an effect the other way counts as inactive or inconclusive. Potency is the fitted concentration of half-maximal effect.

SMILES	GLP1R inv ag	SW480 rereplic	KB-V1 cytotox	HT1080-NT tox	KB-3-1 tox	TDP43 rescue	GLP1R ag	HEK293 tox	HT1080 IDH1KD tx
Cc1cc(=O)[nH]c(N/N=C/c2c(O)n(-c3ccccc3)c(=O)c3ccccc23)n1	-1%	5%	-8%	14%	-1%	10%	-11%	30%	24%
CN(C(=O)CSc1nnc(-c2ccco2)o1)C1CCCCC1	12%	-7%	-16%	8%	8%	15%	-12%	-1%	9%
O=C(NCC1CCCO1)c1nn2c(C(F)(F)F)cc(-c3cc(Br)cs3)nc2c1Br (stereo not given)	3%	5.8µM*	-21%	17%	-8%	4%	9%	15%	5%
COCC(=O)N(C)C[C@H]1Oc2ncc(Br)cc2C(=O)N([C@@H](C)CO)C[C@H]1C	-6%	.	4%	19%	15%	16%	18%	-11%	12%
COc1ccc(N(CC(=O)NCc2ccco2)S(C)(=O)=O)cc1OC	63%[activator]	-7%	-18%	-5%	4%	-23%	-9%	7%	-8%
Cn1c(=O)c2c(SCCN3CCOCC3)nc(C3CCCC3)nc2n(C)c1=O	-6%[7.66 µM]	-3%	?	-5%	30%	-14%	-1%	-2%[7.66 µM]	6%
CCOCCCNC(=O)/C=C1\Sc2ccccc2N(Cc2ccccc2F)C1=O	-3%	?	9%	3%	-1%	22%	0%	-6%	10%
CCN1CCN(C(c2ccc(OC)cc2)C(O)C(=O)c2c[nH]c3ccccc23)CC1 (stereo not given)	?	0%	0%	-1%	4%	-4%	1%	2%	-1%
COc1ccccc1-c1ccc(=O)n(CC(=O)NCc2ccco2)n1	5%	1%	-7%	17%	-9%	-14%[9.22 µM]	-1%	-1%	13%
O=C(NC1CCCCC1)C(c1cccnc1)N(C(=O)CCl)c1cccc(Cl)c1 (stereo not given)	?	4.1µM*	21µM*	5.2µM*	23µM*	6%	-33%[inhibitor]	?	1.8µM*
Cc1ccc(NC(=O)C2CC(=O)NC(N3CCCCC3)=N2)cc1Cl (stereo not given)	0%	-11%	24%	-5%	11%	?	-10%	-13%	-4%
Cc1cc(SCC(=O)N/N=C/c2ccc(O)cc2O)c(C)cc1Br	7.9µM*	?	10µM*	-28%	?	16%	-7%	-18%	?
COC(=O)[C@H](CCSC)NC(=O)Nc1ccc(OC)c(Cl)c1	0%	2%	18%	7%	12%	7%	-7%	-17%	7%
CCC(CO)Oc1cc(NC(=O)c2cccc(OC)c2)c2ncn(C(C)C)c2c1 (stereo not given)	12%	-8%[9.22 µM]	-8%	1%	-15%	-15%	6%	-3%	-6%
O=C(Nc1ccc(OC(F)F)c(Cl)c1)c1ccccn1	-24%	12%	-16%	0%	?	5%	6%	-16%	0%
Cc1ccc(C)c(NC(=O)CN(C)C(=O)c2ccc(-n3cncn3)c([N+](=O)[O-])c2)c1	10%	-7%	3%	1%	-7%	2%	-12%	0%	10%
CCOC(=O)/C=c1/s/c(=C/c2ccccc2OC)c(=O)n1CC(=O)N1CCOCC1	23%	-2%	?	4%	21%	7%	2%	-15%	7%
CC(C)(C)c1ccc(C(=O)NCC(=O)O)cc1	8%	7%	5%	11%	29%	-24%	-1%	1%	6%
O=C(CSc1nccn1-c1ncc(C(F)(F)F)cc1Cl)c1ccc(Br)cc1	-30%	-4%	0%	-1%	1%	-22%	-4%	24%	-6%
Cc1ccc2c(c1)C1CN(C)CCC1N2C(=O)c1ccccc1NS(=O)(=O)c1ccc(F)cc1 (stereo not given)	-12%	-5%	8%	5%	4%	-7%	7%	-10%	28%
Cc1ccc(C(=O)N/N=C/c2ccc([N+](=O)[O-])s2)cc1	4%	?	?	?	0%	-7%	-24%	-12%	?
COc1ccc(NS(=O)(=O)c2cccc(C(=O)N/N=C(\C)c3cccnc3)c2)cc1	5%	-2%	?	-2%	13%	4%	9%	7%	-13%
CC1=C(C(=O)Nc2ccc(Cl)cc2)C(c2ccco2)NC(=O)N1 (stereo not given)	0%	-2%	-20%	0%	-11%	-2%	2%	-23%	0%
Cc1ccc(SCC(=O)NCc2ccc(F)cc2)cc1	4%	-4%	7%	4%	9%	19%[9.22 µM]	2%	-2%	15%
C=CCn1cccc(C(=O)Nc2cc(OC)cc(OC)c2)c1=O	2%	12%	1%	-6%	-2%	18%	32%	5%	1%

Just GLP1R ag and HT1080-NT tox, for two of the compounds above:
SMILES | GLP1R ag | HT1080-NT tox
O=C(Nc1ccc(OC(F)F)c(Cl)c1)c1ccccn1 | 6% | 0%
Cc1ccc(C)c(NC(=O)CN(C)C(=O)c2ccc(-n3cncn3)c([N+](=O)[O-])c2)c1 | -12% | 1%

(listing goes on)
SMILES	GLP1R inv ag	SW480 rereplic	KB-V1 cytotox	HT1080-NT tox	KB-3-1 tox	TDP43 rescue	GLP1R ag	HEK293 tox	HT1080 IDH1KD tx
CCOCCCNC(=O)C1CCN(S(=O)(=O)CC)CC1	-5%	-25%	-9%	11%	5%	-18%	-5%	0%	-11%
O=C(c1ccco1)N1CCN(CC(O)COc2ccc3oc4ccccc4c3c2)CC1 (stereo not given)	1%	8%	?	-29%	13%	-24%	0%	9%	?
O=c1cccc(-c2ccc(Br)cc2)o1	20%	-5%	10%	17%	15%	22%	1%	-5%	11%
Cc1ccc(OCCN2CCN(c3nc(NCc4ccco4)c4ccccc4n3)CC2)cc1	0%	?	16µM*	-12%	?	-5%	-2%	?	-14%
CCOc1ccc(NC(=O)C2(c3ccc(OC)c(OC)c3)CCCC2)cc1	?	-13%	?	5%	-21%	6%	13%	-14%	7%
CC(=O)Nc1ccc(-c2ccnc(-c3ccc(NC(C)=O)cc3)n2)cc1	8%[0.307 µM]	13%	9%	6%	12%	-2%	4%	11%[0.307 µM]	14%
CCCOc1ccc(C(F)(F)F)cc1NC(=O)CCc1c(C)noc1C	?	?	-30%	0%	-18%	18%	15%	1%	-6%
COc1ccc(-c2cc(C(=O)OCc3ccccn3)c3ccccc3n2)cc1	?	13µM*	-3%	-10%	-5%	15%	25%	3%	-1%
O=C(NCCO)/C(=C/c1ccc(Br)cc1)NC(=O)c1cccs1	1%	-3%	5%	3%	-1%	-7%	5%	5%	16%
COCc1cc(=O)[nH]c(Nc2nc3ccccc3o2)n1	?	?	-24%	-28%	7.1µM*	-22%	0%	?	?
COc1ccc(Br)cc1/C=N/Nc1ccc(S(=O)(=O)Nc2ccccc2C(=O)O)cc1[N+](=O)[O-]	-20%	-3%	0%	-2%	-6%	-4%	0%	-45%	9%
COc1cc(C2C(C(=O)c3ccc(C)o3)=C(O)C(=O)N2c2cc(C)on2)cc(OC)c1OC (stereo not given)	0%	-3%	-26%	0%	0%	13%	-7%	-8%	12%
Cc1ccc(CNC(=O)C(C)OC(=O)c2ccco2)cc1 (stereo not given)	11%	-4%	-8%	2%	14%	8%	5%	7%	9%
CC(C)C1N=C2c3ccccc3N=C(SCC(=O)NCCc3ccc(S(N)(=O)=O)cc3)N2C1=O (stereo not given)	3%	-5%	?	15%	23%	-10%	-9%	12%	12%
CCCCCn1c(CN2CCN(C(=O)c3ccco3)CC2)nc2c1c(=O)n(C)c(=O)n2C	9%	-4%	-2%	-10%	6%	13%	11%	5%	0%
COc1ccc(/C=N/NC(=O)c2ccc(NC(=O)c3ccccc3Br)cc2)cc1	-29%	9%	-36%	-13%	-5%	2%	-18%	-6%	-21%
CCOC(=O)C1=C(NC(=S)NC(=O)c2ccccc2)c2ccccc2CC1C(C)C (stereo not given)	3.2µM*	?	?	?	?	2%	5%	?	?
C=CCNC(=O)NC(=O)Cn1c(=O)c2c(ncn2CC)n(Cc2ccccc2)c1=O	10%	-8%	-24%	0%	0%	-9%	12%	0%	13%
C#CCNC(=O)C1=C[C@H](c2coc3ccccc3c2=O)[C@@H](CCCO)[C@H](OCC)O1	14%	0%	-3%	-1%	-2%	0%	9%	5%	-1%
CC(C)(O)CN(C(=O)c1ccc([N+](=O)[O-])cc1)C1CCCC1	-8%	-1%	?	3%	-5%	18%	0%	-5%	19%
Cc1nc2ccccc2c(=O)n1CCCN1CCOCC1	0%	-24%	-1%	10%	2%	-4%	-5%	3%	0%
CC(=O)NC1C(Oc2ccc(C)cc2)OC2COC(c3ccco3)OC2C1O (stereo not given)	26%	-2%	7%	15%	2%	-19%	-3%	2%	12%
COc1ccccc1OCCOc1ccc(/C=C2\C(=N)N3N=C(S(C)(=O)=O)SC3=NC2=O)cc1	7%	10%	17%	-8%	2%	13%	2%	0%	0%
CCCCn1c(N)c(N(CC(C)C)C(=O)c2cc(C)nc3ccccc23)c(=O)[nH]c1=O	3%	-5%	3%	6%	6%	-19%	-3%	-2%	8%
S=c1[nH]nc(Cc2c[nH]c3ccccc23)o1	3%	-26%	8%	6%	7%	-3%	-1%	-16%	17%
CC1(Oc2cccc(F)c2)CCN(Cc2ccc(-c3ccccn3)cc2)C1 (stereo not given)	-17%	.	3%	-5%	0%	-3%	-6%	4%	-1%
CC1(C)CC(=O)C(C=Nc2ccc3[nH]ncc3c2)=C(O)C1	-5%	0%	-9%	0%	0%	-6%	-1%	9%	0%

2 compounds drawn at random from those above:
SMILES	GLP1R inv ag	SW480 rereplic	KB-V1 cytotox	HT1080-NT tox	KB-3-1 tox	TDP43 rescue	GLP1R ag	HEK293 tox	HT1080 IDH1KD tx
Cc1ccc(OCCN2CCN(c3nc(NCc4ccco4)c4ccccc4n3)CC2)cc1	0%	?	16µM*	-12%	?	-5%	-2%	?	-14%
CCCOc1ccc(C(F)(F)F)cc1NC(=O)CCc1c(C)noc1C	?	?	-30%	0%	-18%	18%	15%	1%	-6%

High-throughput results: PubChem BioAssay, National Center for Advancing Translational Sciences (NCATS)

No enrichment for hits; any-hit rate near 9.4%.
